HRas wt GTP – changes GTP binding to wildtype human HRas. P01112. GTP binding activity, % at 10 µM. 190,000 tested, 0.14% active. GST-Ras wt beads, Bodipy-FL-GTP binding, flow cytometry; actives lie on both sides;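 active means GTP binding activity at least 20% away from the 100% baseline, either lowered as inhibitor or raised as activator; inconclusive means flagged as likely green fluorescent, judged across all proteins in the well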;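 further: 0% = unlabeled GTP competition control and 100% = no-compound control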
Target sequence (P01112 whole entry, looked up): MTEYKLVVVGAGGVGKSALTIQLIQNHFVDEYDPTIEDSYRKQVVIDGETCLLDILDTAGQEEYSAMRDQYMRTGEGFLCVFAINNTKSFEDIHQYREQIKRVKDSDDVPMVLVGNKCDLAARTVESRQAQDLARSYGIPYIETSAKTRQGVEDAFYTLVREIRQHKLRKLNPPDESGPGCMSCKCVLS
Rab2A wt mod – changes GTP binding to wildtype dog Rab2A, up or down | P61105 | GST-Rab2 wt beads, Bodipy-GTP binding, flow cytometry | GTP binding activity, % at 10 µM | 190,000 tested, 0.19% active | AID 760;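 active means GTP binding activity at least 20 points away from 100%, either lowered or raised; inconclusive means signal likely due to the compound's own green fluorescence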;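 further: 0% = beads with excess unlabeled GTP and 100% = no-compound control corrected for plate trend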
Cdc42 wt GTP – human Cdc42 wildtype GTP binding change, either direction; P60953; GST-Cdc42 beads, Bodipy-GTP binding, flow cytometry; actives lie on both sides; percent activity (GTP binding), % at 10 µM; 190,000 tested, 0.2% active;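 active means percent activity GTP binding at least 20 points away from the 100% baseline, either down as inhibitor or up as activator; inconclusive means compound flagged as likely green fluorescent from well-wide comparison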;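 further: median bead fluorescence of bound Bodipy-FL-GTP at 100 nM; 0% = excess unlabeled GTP control and 100% = no compound control; below 100% means less GTP binding so inhibitor and above means activator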
Target sequence (P60953 whole entry, looked up): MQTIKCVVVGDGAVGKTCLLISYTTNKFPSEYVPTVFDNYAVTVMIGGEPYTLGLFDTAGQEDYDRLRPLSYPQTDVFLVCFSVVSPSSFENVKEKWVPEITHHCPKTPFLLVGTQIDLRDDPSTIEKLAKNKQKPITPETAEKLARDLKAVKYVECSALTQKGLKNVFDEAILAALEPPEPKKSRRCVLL
Rac1 mut GTP – human Rac1 activated mutant GTP binding change. P63000. GST-Rac1 activated beads, fluorescent GTP binding, flow cytometry; actives lie on both sides; 100% means binding = to untreated wells. percent activity (GTP binding), % at 10 µM. 190,000 tested, 0.11% active. AID 764;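 active means GTP binding at least 20 percentage points away from the 100% baseline, in either direction, so actives lie on both sides; inconclusive means Compound likely fluorescent itself, or too few beads counted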
Rac1 wt modul – modulators of human Rac1 wildtype GTP binding | AID 757 | GTP binding activity (% of control), % at 10 µM | P63000 | 190,000 tested, 0.27% active | GST-Rac1 beads, fluorescent GTP binding, flow cytometry; actives lie on both sides; 0 = cold GTP competed, 100 = untreated;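 active means GTP binding activity at least 20 points away from the 100% control level, either lower or higher; inconclusive means compound flagged as likely green fluorescent, judged across all proteins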
Mcl1 Noxa PPI – Mcl-1/Noxa interaction inhibition. TR-FRET Mcl-1/Noxa peptide binding, 2 h. Q07820. AID 1022. 220,000 tested, 1.5% active. inhibition, % at 21.7 µM;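 active means compounds that cut the protein-peptide binding signal by more than 50% relative to plate controls in a single-dose test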;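 further: His-tagged Mcl-1 with rhodamine Noxa BH3 peptide and terbium anti-His antibody; 0% = Mcl-1 plus Noxa peptide wells and 100% = peptide-only wells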
Target sequence (Q07820 whole entry, looked up): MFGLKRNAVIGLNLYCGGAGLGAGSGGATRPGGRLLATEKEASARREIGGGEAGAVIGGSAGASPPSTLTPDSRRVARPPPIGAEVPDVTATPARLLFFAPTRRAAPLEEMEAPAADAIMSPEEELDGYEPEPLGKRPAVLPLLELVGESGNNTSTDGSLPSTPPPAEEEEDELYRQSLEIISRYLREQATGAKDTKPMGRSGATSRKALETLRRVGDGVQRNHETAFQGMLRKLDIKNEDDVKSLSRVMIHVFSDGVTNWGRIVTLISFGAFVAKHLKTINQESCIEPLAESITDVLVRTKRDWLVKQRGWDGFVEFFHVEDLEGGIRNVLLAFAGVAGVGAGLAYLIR
Rab7 wt GTP bind – modulators of GTP binding to dog Rab7 wildtype GTPase. GST-Rab7 beads, fluorescent GTP binding, flow cytometry; actives lie on both sides; untreated = 100%, excess cold GTP = 0%. GTP binding activity (percent of control), % at 10 µM. 190,000 tested, 0.055% active. AID 758;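 active means fluorescent GTP binding to Rab7 beads changed by at least 20 points from the 100% baseline, either direction, mostly lower; inconclusive means compound itself probably fluorescent, or too few beads counted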;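 further: median green fluorescence of bound Bodipy-FL-GTP per Rab7 bead population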
Pf gamet viab – P. falciparum stage V gametocyte viability inhibition. P. falciparum stage V gametocytes, ATP luminescence, 24 h. 150,000 tested, 0.065% active. inhibition, % at 10.9 µM;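 active means inhibition above the mean plus 3 SD of compounds within the control limits, set per campaign, cut at about 38% in these data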;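 further: 0% = DMSO wells and 100% = medium only without gametocytes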
Mcl-1 Bim block – inhibitors of Bim-Mcl-1 interaction, human; inhibition, % at 10 µM; Q07820; Bead-based flow cytometry, Bim peptide-Mcl-1 binding; 190,000 tested, 0.1% active; AID 1009; in the data active means inhibition above about 40%;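 further: 0% = no compound tracer wells and 100% = peptide blocker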
Mcl1 Bid PPI – Mcl-1/Bid interaction inhibition; AID 1021; 220,000 tested, 0.97% active; Q07820; inhibition, % at 21.7 µM; TR-FRET Mcl-1/Bid-Dy647 peptide binding, 1536-well;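 active means compounds that cut the binding signal by more than half at the single screening dose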;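 further: His-tagged Mcl-1 with europium anti-His antibody binding Bid BH3 peptide; 0% = Mcl-1 plus peptide wells and 100% = peptide-only wells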
Avidin fluor – avidin bead compound fluorescence profile; Avidin beads, compound fluorescence 488/530 nm, flow cytometry; hits give high values; fluorescence (KMESF) at 10 µM; 220,000 tested, 0.38% active; AID 1775; in the data active means fluorescence above about 47; further: inactives centre near 10
Active calls of the source: *; u = inconclusive; x = not tested or not shown.

SMILES	HRas wt GTP	Rab2A wt mod	Cdc42 wt GTP	Rac1 mut GTP	Rac1 wt modul	Mcl1 Noxa PPI	Rab7 wt GTP bind	Pf gamet viab	Mcl-1 Bim block	Mcl1 Bid PPI	Avidin fluor
O=C(COc1ccc(Cl)cc1)NCc1nnc(SCC(=O)NCC2CCCO2)o1 (configuration not stated)	99	103	97	92	100	14	109	-18	-2	-12	10
N#Cc1cc2c(nc1SCc1nc3ccccc3[nH]1)CCC2	u	u	u	u	u	35	u	x	0	-14	35
CC(=O)Nc1ccc2nc(-c3ccccn3)[nH]c2c1	98	95	98	95	97	8	97	x	0	4	40
O=c1cc(CN2CCC3(CC2)OCCO3)c2c(ccc3ccccc32)o1	97	96	95	95	97	1	97	x	2	-24	10
CCNc1nc(OC)nc(N2CCC(Cc3ccccc3)CC2)n1	100	99	99	98	102	20	97	0	-6	-4	8
COc1cc(/C=N/NC(=O)COc2c(C)cc([N+](=O)[O-])cc2C)ccc1OC(=O)c1ccccc1Br	97	95	97	97	102	4	99	x	-2	-48	4
N#CC1=C(N)Oc2cc(N)ccc2C1C1CC=CCC1 (configuration not stated)	102	100	100	97	101	10	101	-1	-2	-20	8
CC(C)C(=O)N1CCN(c2ccccc2NC(=O)c2cc([N+](=O)[O-])ccc2N2CCOCC2)CC1	95	98	92	95	94	-4	102	-24	0	-28	9
O=C1C2CCCCN2C(=O)N1CCN1CCN(c2ccc([N+](=O)[O-])cc2)CC1 (configuration not stated)	95	96	96	93	94	11	95	x	0	-3	4
COc1ccc(C2C3=C(Nc4ncnn42)c2ccccc2CC3)cc1OC (configuration not stated)	100	99	100	97	101	16	99	x	-2	10	6
O=C(CN1CCc2ccccc2C1)c1cccs1	99	99	99	96	95	35	96	-37	-3	7	18
S=c1[nH]nc(Nc2ccccc2)s1	94	92	92	91	96	18	95	-9	-3	-38	10
CCOC(=O)C1CCN(C(=O)CCn2c(=O)[nH]c3ccsc3c2=O)CC1	100	100	100	98	104	25	104	x	-4	-3	11
CC(C)NC(=O)CN(C(=O)CCC(=O)Nc1ccccn1)c1ccc(F)c(Cl)c1	101	100	102	98	104	-1	103	x	-5	-17	13
O=C(Nc1nc(-c2ccccn2)cs1)c1ccc(Br)s1	101	100	103	100	105	-105	98	15	-2	-46	33
Cc1nc(C)c(C(=O)C2=C(O)C(=O)N(CCN3CCOCC3)C2c2ccco2)s1 (configuration not stated)	98	102	101	99	106	27	101	-20	3	-13	8
CN(C)c1ccc(C2CC(c3ccccc3)=Nc3nc(-c4ccccc4)cn32)cc1 (configuration not stated)	102	103	102	100	104	17	101	x	-3	-22	12
O=c1[nH]c(N2CCc3ccccc32)nc2c1CCCC2	100	98	99	97	100	2	101	24	3	-30	11
COc1ccc(-c2c(C)nn(Cc3ccccc3)c2N)cc1	102	101	103	101	102	16	101	4	0	-14	11
CCOC(=O)c1c(NC(=O)CN2CCCc3ccccc32)sc(C)c1CC	102	100	98	102	105	5	100	x	-4	-13	6
Cc1ccc(C(=O)OC(C)CN2CCOCC2)cc1 (configuration not stated)	98	98	99	100	100	20	94	8	0	2	21
CC(Sc1nc2ccccc2s1)C(=O)NCc1ccc2c(c1)OCO2 (configuration not stated)	97	94	93	95	96	13	99	-9	-6	-9	8
Cc1ccc(-c2n[nH]c(=S)n2/N=C/c2cccn2C)cc1	100	99	101	96	97	33	96	-12	-8	-21	12
COc1ccccc1CNc1ccc2nnc(CCNC(=O)c3ccc(C)cc3)n2n1	98	95	96	92	97	4	99	11	0	-11	9
CCSc1nnc(NC(=O)CSC2=NCCS2)s1	98	98	98	95	99	6	107	-12	0	-2	12
CCC(=O)Nc1c(C)c(CC)nc2ccccc12	99	97	98	94	97	-11	102	-12	0	-9	13
COc1cc(C=O)ccc1OCCCOc1ccccc1C(=O)O	101	99	100	98	101	8	98	9	-6	1	13
O=C(COCC(=O)N/N=C/c1ccc(F)cc1)N/N=C/c1ccc(F)cc1	102	101	104	100	104	-2	99	-10	-16	-5	11
Cc1ccc(C(=O)CSC2=C(C#N)C(c3ccco3)C3=C(CC(C)(C)CC3=O)N2)cc1 (configuration not stated)	102	101	102	100	106	15	99	13	2	-19	5
C=CCn1c(COc2ccc(F)cc2)nnc1SCC(=O)Nc1cccc(S(N)(=O)=O)c1	96	94	96	95	99	-4	95	22	5	-15	11
Cc1cc(NC(=O)COc2cccnc2[N+](=O)[O-])no1	96	94	97	94	95	13	93	-2	0	-9	9
CCOC(=O)C1(Cc2ccc(O)cc2)NC(c2ccco2)C2C(=O)N(c3ccccc3F)C(=O)C21 (configuration not stated)	99	98	96	97	97	8	99	x	-1	-10	3
COCCNC(=O)/C(C#N)=c1\s/c(=C\c2ccccc2OC(F)F)c(=O)n1Cc1ccccc1	99	100	100	100	100	-13	102	x	-1	-6	5
OC1(c2cccc(C(F)(F)F)c2)CCN(c2ncnc3c2[nH]c2ccc(F)cc23)CC1	u	u	u	u	u	17	u	x	0	1	8
Cc1ccc(N(CC(O)CON=C2c3ccccc3-c3ccccc32)S(C)(=O)=O)cc1 (configuration not stated)	98	93	96	93	97	-11	94	15	-2	-8	13
CCOC(=O)C1=C(C)N(CCCCCC(=O)O)C(=O)NC1c1ccccc1Cl (configuration not stated)	103	102	100	99	103	13	102	-14	-2	5	7
c1csc(CNCc2ccncc2)c1	u	u	u	u	u	17	u	6	-3	-11	10
Cc1cccc(NC(=O)COc2nsnc2N2CCOCC2)c1	103	105	103	98	107	3	103	x	0	-16	9
CCCCC(=O)C1CCN(Cc2ccccc2)CC1	103	101	104	104	110	5	101	-3	2	-25	7
O=C1C2C(C(=O)N1/N=C/c1ccc(N3CCCCC3)o1)C1C=CC2C12CC2 (configuration not stated)	102	101	100	100	106	0	102	-1	-5	-54	12
CCC(C)NS(=O)(=O)c1ccc(NC(C)=O)cc1 (configuration not stated)	98	100	103	99	106	5	99	10	0	-4	22
CCOc1cc(N2CCOCC2)c(OCC)cc1NC(=O)COc1ccc2ccc(=O)oc2c1	97	97	100	97	99	18	93	x	-4	-10	4
O=C(Nc1ccc2c(c1)CCC2)c1cccc(S(=O)(=O)N2CCN(c3ccccc3)CC2)c1	100	103	102	98	101	-3	103	x	0	-46	9
CCCN(CCC)CCCNc1ccc2nnc(-c3ccc(F)cc3)n2n1	97	98	99	99	99	20	99	x	0	-9	4
Cc1ccc(NC(=O)CSc2nnc(C3CCCCC3)n2N)cc1F	99	101	99	100	98	-6	98	-14	2	-18	14
CCOc1ccc2nc(NC(=O)Cc3cccs3)sc2c1	101	101	99	96	101	20	100	x	0	-2	8
COc1ccc(CN2CCc3cc(OC)c(OC)cc3C2)cc1O	96	98	96	94	96	8	98	x	0	16	6
CCNc1nc(NC(C)C)nc(N(C#N)Cc2ccccc2)n1	102	102	105	102	108	-6	102	-12	-4	-63	11
C/C(=N\OC(=O)c1cccc(Cl)c1)c1sc(C)nc1C	94	95	94	95	97	5	98	13	-2	-34	6
Cc1ccc(C)c(S(=O)(=O)N2CCN(CC(=O)Nc3ccc4c(c3)OCCO4)CC2)c1	104	103	103	102	105	8	104	-6	1	-14	11
Cc1c(CN2CCC(CO)(CC3CCCCO3)CC2)cnn1C (configuration not stated)	97	97	97	97	101	1	96	-15	0	-17	14
CCOC(=O)CNC(=O)C(CO)NC(=O)OCc1ccccc1 (configuration not stated)	103	103	103	100	105	1	101	-10	-2	-32	20
COc1ccc(N(C(=O)c2ccco2)S(=O)(=O)c2cc(Cl)c(Cl)cc2Cl)cc1	97	98	96	95	97	3	99	-29	-3	-22	7
Cc1ccc2c(C(=O)CSc3ccccc3)c(C)[nH]c2c1	101	99	98	99	101	-30	100	2	-5	-20	16
CN(Cc1ccccc1)CC(O)COc1ccc(CNCc2nccn2C)cc1 (configuration not stated)	96	97	98	97	100	-17	100	x	-7	-21	10
Cc1nc2ccccc2c(=O)n1NC(=O)c1ccccc1[N+](=O)[O-]	91	93	92	92	90	-5	94	3	5	-9	49*
O=S(=O)(Nc1cccnc1)c1cccc(Cl)c1	96	96	97	97	96	-6	96	x	-7	-28	4
O=C(Nc1cccc(S(=O)(=O)N2CCOCC2)c1)c1cn(-c2ccccc2)nc1-c1ccccc1	96	94	95	96	103	6	99	-8	-5	-9	3
Cc1ccc(C(=O)NC2CC3CCC(C2)N3Cc2ccco2)cc1 (configuration not stated)	101	100	99	97	101	-12	97	3	-2	-8	14
COc1ccc(CN2CC(C(=O)NCCCN3CCOCC3)CC2=O)cc1 (configuration not stated)	97	97	97	95	95	-70	98	x	-3	-20	14

Avidin fluor: hit marks shown above
Structure	HRas wt GTP	Rab2A wt mod	Cdc42 wt GTP	Rac1 mut GTP	Rac1 wt modul	Mcl1 Noxa PPI	Rab7 wt GTP bind	Mcl-1 Bim block	Mcl1 Bid PPI	Avidin fluor
Cc1nc2ccccc2c(=O)n1NC(=O)c1ccccc1[N+](=O)[O-]	91	93	92	92	90	-5	94	5	-9	49*

More structures
SMILES	HRas wt GTP	Rab2A wt mod	Cdc42 wt GTP	Rac1 mut GTP	Rac1 wt modul	Mcl1 Noxa PPI	Rab7 wt GTP bind	Pf gamet viab	Mcl-1 Bim block	Mcl1 Bid PPI	Avidin fluor
CC(=O)c1cccc(CN2CCN(CC(C)C)C(CCO)C2)c1 (configuration not stated)	96	98	96	96	97	-6	96	-13	1	-57	6
COc1ccc(C(=O)NC(C)(C)C)cc1S(=O)(=O)N1CCCC1	u	u	u	u	u	6	u	11	0	-15	10
Cc1ccc(NC(=O)C2CCCN(S(=O)(=O)c3cnc[nH]3)C2)cc1C (configuration not stated)	97	96	99	96	98	3	95	x	0	-10	6
c1ccc2c(c1)CCN(C1=Nc3cccc4cccc1c34)C2	93	93	92	94	90	16	92	x	2	-35	26
COc1ccc(C(c2sc3nc(C)nn3c2O)N2CCN(CCO)CC2)cc1OC (configuration not stated)	106	103	106	100	110	-17	105	x	0	-20	7
CCC1(c2ccc(F)cc2)NC(=O)N(CC(=O)Nc2ccc(S(N)(=O)=O)cc2)C1=O (configuration not stated)	97	95	97	99	100	3	95	5	-4	-14	12
CCOc1ccc(-c2nnc(-c3cccs3)o2)cc1OCC	u	u	u	u	u	5	u	-22	0	8	38
CCOC(=O)N1CC=C2C(C#N)=C(N)C(C#N)(C#N)[C@H](c3ccsc3)[C@H]2C1	101	98	104	98	104	3	96	x	2	-46	7

Screens: PubChem BioAssay, several laboratories

Not a hit list (roughly 2.7% active in at least one column).
